Compound activity: PubChem BioAssay, several laboratories
MazEF act: activators of E. coli MazEF toxin-antitoxin RNase, primary screen, biochemical, fluorescence, uHTS. FAM/BHQ RNA-DNA oligo cleavage fluorescence, 5 h. Endoribonuclease toxin MazF (Escherichia coli (strain K12)), P0AE70. activation, % at 20 µM. 350,000 compounds, 0.32% hits. AID 504720, 2011; in the data active = activation above about 50%
Target sequence (P0AE70 whole entry, looked up): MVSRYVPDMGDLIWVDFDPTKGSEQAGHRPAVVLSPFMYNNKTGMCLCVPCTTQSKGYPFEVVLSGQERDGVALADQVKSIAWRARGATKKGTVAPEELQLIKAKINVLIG
PrPC TRFRET: inhibitors of human cell surface prion protein PrPC, primary screen, cell-based, TR-FRET. Major prion protein (Homo sapiens), P04156. TR-FRET read-out. inhibition, % at 13.8 µM. AID 720596, 2013. 370,000 compounds, 0.43% hits; in the data active = inhibition above about 24%; also: 0% = median of the test wells and 100% = reference compound wells
Yp Topo-I inh: Yersinia pestis topoisomerase I inhibitors, primary screen, biochemical, cleavage product accumulation, plate reader, single point | AID 504884, 2011 | activity, % at 10 µM | DNA topoisomerase I (Yersinia pestis CO92) | 360,000 compounds, 0.064% hits | Y. pestis Topo-I cleavage product accumulation; in the data active = activity above about 50%, passing the limit was not always enough; also: inactives centre near 2
Rv3671c protease: Rv3671c serine protease inhibitors, primary screen, biochemical, fluorescence polarization, M. tuberculosis H37Rv; P9WHR9; inhibition, % at 5.96 µM; 320,000 compounds, 0.048% hits; AID 2606, 2010; in the data active = inhibition above about 38%;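 also: extracellular domain of Rv3671c used as enzyme; 0% = enzyme with DMSO and 100% = no enzyme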
Target sequence (P9WHR9 whole entry, looked up, the tested form may be a part): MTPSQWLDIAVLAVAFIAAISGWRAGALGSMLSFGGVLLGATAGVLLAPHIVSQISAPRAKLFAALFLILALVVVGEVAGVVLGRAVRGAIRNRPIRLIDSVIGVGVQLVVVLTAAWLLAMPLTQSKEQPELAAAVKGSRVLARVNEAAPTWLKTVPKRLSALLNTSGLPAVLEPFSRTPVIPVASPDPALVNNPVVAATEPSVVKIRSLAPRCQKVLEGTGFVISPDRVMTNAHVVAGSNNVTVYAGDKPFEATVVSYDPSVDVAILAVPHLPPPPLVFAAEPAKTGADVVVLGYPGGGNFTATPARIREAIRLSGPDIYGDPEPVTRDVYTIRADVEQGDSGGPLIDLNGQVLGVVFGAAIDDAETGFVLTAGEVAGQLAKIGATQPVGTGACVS
VHR inh abs: VHR1 phosphatase inhibitors, primary screen, biochemical, absorbance, uHTS; recombinant VHR phosphatase, pNPP absorbance; inhibition, % at 13.3 µM; 290,000 compounds, 0.52% hits; Dual specificity protein phosphatase 3 (Homo sapiens), P51452; in the data active = inhibition above about 50%; also: some compounds called inactive have numbers as strong as hits
Target sequence (P51452 whole entry, looked up): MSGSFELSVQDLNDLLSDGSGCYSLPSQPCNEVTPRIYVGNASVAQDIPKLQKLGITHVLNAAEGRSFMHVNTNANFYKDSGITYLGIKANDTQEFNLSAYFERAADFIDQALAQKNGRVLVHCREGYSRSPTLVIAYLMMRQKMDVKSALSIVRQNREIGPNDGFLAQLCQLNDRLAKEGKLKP
TcdB inh: TcdB glycohydrolase inhibitors, primary screen, biochemical, single point, plate reader. TcdB glycohydrolase enzymatic assay. inhibition, % at 9.99 µM. 350,000 compounds, 0.24% hits. AID 652162, 2013; in the data active = inhibition above about 10%
Vc quorum ag: inducers of Vibrio cholerae quorum light production without autoinducers, primary screen, BH1578 luxS cqsA deficient, single point; V. cholerae BH1578 lux reporter, luminescence, 6 h; activation, % at 18.7 µM; 350,000 compounds, 0.16% hits; AID 588436, 2011; in the data active = activation mostly above about 9.7%, no sharp cut-off; also: not every result past the cut was called active; inactives centre near 0; reference of the scale not given here
3CLpro inhibitor: SARS-CoV 3CLpro protease inhibitors, primary screen, biochemical, quenched FRET; AID 1706, 2009; Replicase polyprotein 1ab (Severe acute respiratory syndrome coronavirus), P0C6X7; recombinant SARS-CoV 3CLpro, quenched FRET peptide cleavage; 290,000 compounds, 0.14% hits; inhibition, % at 6 µM; in the data active = inhibition above about 12%
CCHF vOTU inh: CCHFV vOTU protease inhibitors, primary screen, biochemical, Pep-AMC substrate, fluorescence. Crimean-Congo hemorrhagic fever virus L polyprotein viral ovarian tumor (vOTU) protease …. inhibition, % at 11.5 µM. 370,000 compounds, 0.55% hits; in the data active = inhibition above about 30%; also: 0% = vehicle wells with enzyme and 100% = no enzyme wells
SSB-PriA inh: inhibitors of Klebsiella pneumoniae PriA binding to SSB C-terminal tail, primary screen, biochemical, AlphaScreen. AID 1272365, 2023. AlphaScreen SSBct-PriA binding, biotinylated peptide. inhibition, % at 33 µM. PriA–SSB C-terminal tail interaction (Klebsiella pneumoniae). 430,000 compounds, 0.6% hits; in the data active = inhibition mostly above about 37%, no sharp cut-off; inactive = mostly below about 20%;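 also: plate controls were negative control peptide for no effect and reference peptide for full effect; strong numbers were not always called active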
Starred values were filed as active, the others as inactive; i = inactive; . = not tested or not shown; & = joins results of further samples. Not all compounds are listed; rates above refer to the full screens.

SMILES	MazEF act	PrPC TRFRET	Yp Topo-I inh	Rv3671c protease	VHR inh abs	TcdB inh	Vc quorum ag	3CLpro inhibitor	CCHF vOTU inh	SSB-PriA inh
CCOc1ccc(N2C(=O)/C(=C/c3cccs3)N(C)C2=S)cc1	1	-2	4	15	-4	.	-0.4	2	-6	2
COc1ccc(N2CC(C(=O)Nc3ccccc3C(=O)NC3CC3)CC2=O)cc1 (configuration not stated)	3	4	-2	-1	-11	0.5	-0.1	-2	17	-5
O=C(Nc1ccc(OC(=O)c2ccccc2)c(-c2nc3ccccc3s2)c1)c1ccccc1	0	3	0	-11	19	.	-1.6	-1	-1	-11
COc1ccccc1NC(=O)C(=O)c1cn(CC(=O)N2CCCC2)c2ccccc12	0	9	20	-3	22	-0.7	i	10	-5	15
O=C(OCc1ccc(F)cc1Cl)c1ccccn1	-1	0	16	-5	-16	.	-3.3	-2	-1	-17
Cc1cccc(NC(=O)CSc2ccc(-c3ccccn3)nn2)c1C	4	1	-2	-4	7	-3.3	-1.7	3	4	0
Fc1cccc(NC(=S)Nc2ccc(Br)cc2)c1	-3	10	1	-11	13	.	.	1	3	-5
CC(=O)OCC(=O)Nc1ccc(SC(F)F)cc1	1	0	1	-9	10	2.0	i	1	-15	-16
O=C(NC(NC(=O)c1ccccc1)c1cccc([N+](=O)[O-])c1)c1ccccc1	-3	-5	-3	-3	0	.	-0.2	4	-15	-5
Cc1c(Br)c([N+](=O)[O-])nn1C(C)C(=O)Nc1nccs1 (configuration not stated)	5	-4	3	0	24	.	8.3	1	-6	1
CCCC(=O)Nc1cc(C(=O)O)ccc1S(=O)(=O)c1ccc(Cl)cc1	-5	5	-3	-4	-8	-0.1	3.1	-3	3	1
CC(/C=C/c1ccc2c(c1)OCO2)=N\NC(=O)COc1ccccc1C	6	-8	-1	-3	-7	.	-0.4	-2	2	.
O=C(COC(=O)/C=C/c1cccc(Br)c1)NC1CC1	3	4	13	-9	.	-1.6	i	.	-8	3
COC(=O)c1ccc(N2CCN(CC(=O)c3ccc(C)cc3)CC2)c([N+](=O)[O-])c1	-1	-8	-12	3	.	-1.8	0.4	.	15	4
Cc1ccccc1N1C(=O)NC(=O)/C(=C\c2cc(C)n(C)c2C)C1=O	0	4	1	9	-11	1.1	2.3	1	-14	0
Cc1cc(C)c(NC(=O)CC(=O)c2ccccc2)c(Cl)c1	5	-1	3	-51	-15	-1.0	i	5	-6	2
CC(O)Cn1ccccc1=N (configuration not stated)	-1	-2	-2	9	26	.	0.6	1	-7	-17
O=C1NC[C@H](Cc2ccccc2)N(CC2CCN(CCC3CCCC3)CC2)C1=O	-8	-8	-5	.	.	-0.7	i	.	7	-1
Cc1cccc(-c2noc(CNC(=O)c3ccc4c(c3)OCO4)n2)c1	0	8	8	-12	10	-0.8	-0.4	-3	6	1
COc1ccccc1/C=N/NC(=O)CN(C1=NS(=O)(=O)c2ccccc21)c1ccccc1	-11	-4	5	-8	13	.	-0.2	2	19	.
CCCNC(=O)N(C)C[C@@H]1Oc2cc(Br)ccc2S(=O)(=O)N([C@@H](C)CO)C[C@H]1C	-1	0	4	.	.	-0.8&0.3&0.5	-2.1	.	-5	.
CCOC(=O)C1CCCN(C(=S)NC(=O)c2cc(Br)ccc2Cl)C1 (configuration not stated)	5	-5	-1	.	.	1.5	1.3	.	19	4
CC(C)OP(C)(=O)CN1CCN(CP(C)(=O)OC(C)C)CC1 (configuration not stated)	-4	-3	2	-3	10	-0.6	i	-5	1	-7
O=[N+]([O-])c1ccc(N/N=C/c2cccs2)nc1	13	-26	-5	6	.	1.0	-0.5	.	0	.
CCOc1ccc(C2C(C(=O)/C=C/c3ccco3)=C(O)C(=O)N2CCN2CCOCC2)cc1OC (configuration not stated)	-1	-5	8	-6	-25	-3.5	i	-1	4	-3
The listing continues:
SMILES	MazEF act	PrPC TRFRET	Yp Topo-I inh	Rv3671c protease	VHR inh abs	TcdB inh	Vc quorum ag	3CLpro inhibitor	CCHF vOTU inh	SSB-PriA inh
O=S(=O)(c1cc(Cl)ccc1Cl)N1CCC2(CC1)OCCO2	-3	7	2	3	2	0.8	0.7	8	-8	-8
Cc1csc2c(NC3CCN(Cc4ccccc4)CC3)ncnc12	9	9	0	-7	16	0.6	-0.6	-4	-11	-7
COc1ccc(N2C(=NC(=O)C3CCCCC3)SC3CS(=O)(=O)CC32)cc1OC (configuration not stated)	6	2	-7	3	1	0.9	i	2	9	0
c1ccc(CNCc2ccc3c(c2)OCO3)nc1	8	2	1	-8	-5	.	i	1	3	-8
CC12CCC(=O)N1C(C(=O)NNC(=O)COc1ccc(Br)cc1)CS2 (configuration not stated)	6	8	8	-2	.	1.3	12	.	1	4
O=C(COC(=O)c1ccc([N+](=O)[O-])s1)NCCc1ccccc1	0	.	-9	-89	.	0.6	i	.	.	6
COc1cccc(NC(=O)CNS(=O)(=O)c2ccc3nc(C)sc3c2)c1	4	-3	-6	-2	21	.	i	-1	-1	-8
CN(Cc1cc([N+](=O)[O-])ccc1Cl)C(=O)C[n+]1ccccc1	1	-8	-4	-8	-8	0.0	i	3	1	-12
CN(Cc1cnccn1)C(=O)c1cc(COc2cccc(C(F)(F)F)c2)on1	-2	5	7	.	4	0.1	-4.5	6	1	4
CCOC(=O)N1CCC(N2C(=O)c3ccc(C(=O)Nc4ccc(OC)c(OC)c4)cc3C2=O)CC1	2	3	-4	-4	29	1.5	-0.2	-1	17	-13
Cc1ccc(-c2nc(Cl)nc3ccccc23)cc1	-6	-5	0	-3	13	-0.8	i	6	-8	-19
O=S(=O)(Nn1cnnc1)c1ccc2ccccc2c1	9	5	7	-11	37	1.4	-0.1	2	1	1
c1ccc(CCN2CCC3(CC2)OCCO3)cc1	4	-7	-2	2	.	7.5	-0.3	.	1	-5
Cc1nc2nc(C)c(NS(=O)(=O)c3ccc(CC(C)C)cc3)c(=O)n2[nH]1	7	-1	1	3	10	-1.9	-0.3	5	12	-9
CC(C)Oc1ccc(C(=O)N2CCN(C(=O)c3ccco3)CC2)cc1	-2	-9	-1	-8	2	1.9	-0.5	6	3	-10
O=C(NCC1CC1)c1csc(COCCO)n1	.	10	1	.	.	-11	i	.	21	.
COc1ccc(CNCCCSc2ncccn2)c(OC)c1	14	-9	11	0	2	1.5	i	3	-4	4
CCOc1cccc(/C=N/N2CCN(c3ccc(Cl)cc3)CC2)c1O	0	-1	14	1	-13	0.3	-0.5	7	-1	.
CCOC(=O)c1ccc(-c2nnc(-c3ccc(Cl)cc3Cl)o2)cc1	-2	0	-7	-2	0	.	-2.0	-1	-9	-1
CCCn1c(CCc2ccccc2)nnc1SCC(=O)N1CCCC1	-1	6	3	0	6	.	-0.3	3	11	-11
COC(=O)[C@@H](Cc1ccccc1)NC(=O)NCCc1c[nH]c2ccccc12	5	-4	3	9	.	2.4	-0.5	-2	-11	7
COC(=O)C1CCN(C(=O)/C=C/c2ccc(OC)cc2)CC1	4	-5	-5	-4	-10	.	i	5	4	-4
CC(=O)N=C1C=CC(=CN(O)C(C)(C)Cc2ccccc2)C=C1	1	-2	5	-2	.	0.7	-0.2	.	-3	7
O=C(COC(=O)CNC(=O)c1ccccc1F)Nc1ncc(Cl)cc1Cl	0	1	2	-6	.	0.7	i	.	-7	-2
COc1ccc(C2c3ccc4ccccc4c3Oc3ncn(CCCO)c(=N)c32)cc1OC (configuration not stated)	25	-2	4	-11	-4	0.2	-0.4	0	2	13
Additional results.
SMILES	MazEF act	PrPC TRFRET	Yp Topo-I inh	Rv3671c protease	VHR inh abs	TcdB inh	Vc quorum ag	3CLpro inhibitor	CCHF vOTU inh	SSB-PriA inh
O=C(NCc1cccs1)c1cc2ccccc2o1	-11	-4	0	4	-17	.	i	2	-13	-11
COc1ccc(C(=O)Nc2cc3c(cc2C#N)OCO3)cc1S(=O)(=O)NCc1ccco1	-2	-5	3	-10	8	.	-7.1	-2	7	-8
COc1ccc(C2CN=NC23CCCc2ccccc2C3=O)cc1 (configuration not stated)	5	4	24	-2	14	.	3.8	-6	0	-31
CC1=C(C(=O)c2ccccc2)C(c2cn(-c3ccccc3)nc2-c2ccc(Cl)cc2)NC(=S)N1 (configuration not stated)	-3	-2	6	-46	19	.	-0.2	1	-2	12
CCCc1cc(=O)oc2cc(C)cc(OC(C)C(=O)NCC(O)c3ccccc3)c12 (configuration not stated)	7	2	15	0	-6	0.6	i	2	-2	5
CCOC(=O)[C@@H]1[C@H]2COc3cc(OC)ccc3[C@@H]2N2C(=O)N(c3ccc(Cl)cc3)C(=O)[C@@]12C	2	0	-9	-9	-3	1.3	-0.5	6	10	-4
COc1ccc(C(=O)N2CCN(Cc3cc(OC)ccc3OC)CC2)cc1	14	-11	7	2	-10	2.9	-0.1	-4	7	-3
Cc1cc(Nc2ccccc2)n(C(=O)c2ccc(Cl)cc2)n1	-10	-2	15	5	13	-3.5	i	-4	20	-14
Cc1ccc(S(=O)(=O)n2nnc3ccccc32)c(C)c1C	3	2	-10	-5	-10	1.6	-1.0	5	4	-11
O=C(c1ccc(CN2CCc3ccccc3C2)cc1)N1CCCCC1	0	-5	14	-6	21	.	-0.2	2	-2	-8
N/C(=N\OC(=O)c1ccccc1)c1cccnc1	7	1	-2	-15	1	-0.4	i	-1	3	.
CCCCc1ccc(NC(=O)N[C@@H](CC(C)C)C(=O)O)cc1	5	-3	-9	2	-9	0.1	-0.3	2	6	-9
CCN(CC)c1ccc(/C=C2\SC(=O)N(C(C)C)C2=O)o1	-953	.	7	-7	21	.	i	-1	.	-2
COc1cc(CN2C[C@@H](CO)O[C@@H](n3cnc4c(NC5CCCC5)ncnc43)C2)cc(OC)c1OC	.	14	4	.	.	2.1	i	.	1	.
CCN(CC)S(=O)(=O)c1cccc(NC(=O)c2cc(=O)[nH]c3ccccc23)c1	3	-6	3	-21	8	.	-0.3	4	5	3
COc1ccccc1NC(=O)c1cc2cc(Br)ccc2oc1=N	-5	-8	-1	.	27	0.7	i	-3	12	-4
CC1=CC(C)(C)Nc2ccc(OC(=O)CN3C(=O)C4CCCCC4C3=O)cc21 (configuration not stated)	9	-19	17	0	-6	.	-0.3	-5	7	-5
COc1ccc(NS(=O)(=O)c2ccc(NS(=O)(=O)c3ccc(C)cc3)cc2)nn1	5	0	-7	-7	19	.	6.7	-9	5	10
CC12CCC(C/C1=N/OC(=O)c1cccc([N+](=O)[O-])c1)C2(C)C (configuration not stated)	-5	-27	3	-3	8	0.2	-0.3	4	8	.

Of the compounds above, 5 have fluorine.
SMILES	MazEF act	PrPC TRFRET	Yp Topo-I inh	Rv3671c protease	VHR inh abs	TcdB inh	Vc quorum ag	3CLpro inhibitor	CCHF vOTU inh	SSB-PriA inh
O=C(OCc1ccc(F)cc1Cl)c1ccccn1	-1	0	16	-5	-16	.	-3.3	-2	-1	-17
Fc1cccc(NC(=S)Nc2ccc(Br)cc2)c1	-3	10	1	-11	13	.	.	1	3	-5
CC(=O)OCC(=O)Nc1ccc(SC(F)F)cc1	1	0	1	-9	10	2.0	i	1	-15	-16
CN(Cc1cnccn1)C(=O)c1cc(COc2cccc(C(F)(F)F)c2)on1	-2	5	7	.	4	0.1	-4.5	6	1	4
O=C(COC(=O)CNC(=O)c1ccccc1F)Nc1ncc(Cl)cc1Cl	0	1	2	-6	.	0.7	i	.	-7	-2
